# M4 ag: CHRM4 agonism in calcium assay | P08173 | CHO-K1 hM4/Gqi5, Fluo-8 calcium fluorescence; vehicle 0%, full acetylcholine response 100% | activation, % at 3 µM | 0.14% of 360,000 active;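 active = activation above the run mean over all test wells plus 3 SD, cut at about 32% in these data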;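 note: peak over basal fluorescence ratio per well then scaled between controls; 0% = DMSO wells and 100% = acetylcholine at EC100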
# CHRM1 PAM: potentiates human M1 receptor response to acetylcholine | P11229 | CHO-K1 hM1, Fluo-8 calcium fluorescence, ACh EC20; 0% = ACh EC20, 100% = maximal ACh | activation, % at 3 µM | 0.088% of 360,000 active | AID 588819; in the data active = activation above about 19%, passing the limit was not always enough
# Target sequence (P11229 whole entry, looked up): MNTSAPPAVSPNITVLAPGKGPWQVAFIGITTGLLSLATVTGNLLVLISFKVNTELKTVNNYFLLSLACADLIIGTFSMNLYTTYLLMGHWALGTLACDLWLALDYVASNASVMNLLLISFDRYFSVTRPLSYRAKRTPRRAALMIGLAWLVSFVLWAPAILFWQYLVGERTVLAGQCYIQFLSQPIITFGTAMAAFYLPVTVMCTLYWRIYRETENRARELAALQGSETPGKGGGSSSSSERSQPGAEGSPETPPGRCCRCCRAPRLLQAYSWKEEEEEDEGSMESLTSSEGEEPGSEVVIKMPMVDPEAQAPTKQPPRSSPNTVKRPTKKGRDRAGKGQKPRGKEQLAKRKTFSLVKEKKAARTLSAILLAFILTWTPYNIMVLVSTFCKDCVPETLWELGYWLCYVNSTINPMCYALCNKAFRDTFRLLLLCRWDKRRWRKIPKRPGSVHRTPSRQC
# CHRM1 agonist: agonists of human M1 muscarinic receptor. P11229. CHO-K1 hM1, Fluo-8 calcium fluorescence, agonist mode; 0% DMSO, 100% acetylcholine EC100. activation, % at 3 µM. 0.33% of 360,000 active. AID 588814;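 active = activation above the run's mean compound activation plus 3 SD, cut at about 16% in these data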;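 note: peak over basal fluorescence ratio within a 140 s kinetic read after compound addition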
# CHRM4 antagonist: blocks acetylcholine activation of human M4 receptor. P08173. inhibition, % at 3 µM. 0.73% of 360,000 active. CHO-hM4 cells, ACh EC80, Fluo-8 calcium fluorescence;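 active = inhibition above its plate's cutoff, the mean inhibition of sample wells plus 3 SD, cut at about 27% in these data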;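 note: 0% = acetylcholine EC80 with DMSO and 100% = DMSO without agonist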
# M5 ag: agonists of human muscarinic M5 receptor (CHRM5). activation, % at 3 µM. P08912. 0.19% of 360,000 active. AID 624037. CHO-K1 hM5 cells, Fluo-8 calcium fluorescence; 0% DMSO wells, 100% maximal acetylcholine response;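 active = activation above the run's mean over test compounds plus 3 SD, cut at about 23% in these data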;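 note: signal is peak over basal fluorescence ratio across the kinetic read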
# Target sequence (P08912 whole entry, looked up): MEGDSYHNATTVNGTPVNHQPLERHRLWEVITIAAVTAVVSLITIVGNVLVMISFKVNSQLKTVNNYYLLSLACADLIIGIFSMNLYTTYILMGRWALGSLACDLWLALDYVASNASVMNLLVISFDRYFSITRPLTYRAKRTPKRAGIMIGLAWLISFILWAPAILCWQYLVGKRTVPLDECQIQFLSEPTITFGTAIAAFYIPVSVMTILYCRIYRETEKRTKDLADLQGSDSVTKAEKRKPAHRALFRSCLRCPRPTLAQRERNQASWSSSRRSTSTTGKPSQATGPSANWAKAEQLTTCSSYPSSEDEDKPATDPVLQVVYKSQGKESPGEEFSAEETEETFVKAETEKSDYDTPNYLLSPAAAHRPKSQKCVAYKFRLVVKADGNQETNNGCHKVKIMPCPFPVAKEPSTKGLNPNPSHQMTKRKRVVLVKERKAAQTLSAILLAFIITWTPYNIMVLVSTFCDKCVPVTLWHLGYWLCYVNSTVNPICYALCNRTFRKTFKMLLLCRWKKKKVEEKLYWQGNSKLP
# CHRM5 antagonist: antagonists of human muscarinic M5 receptor (CHRM5); P08912; inhibition, % at 3 µM; 0.59% of 360,000 active; AID 624040; CHO-hM5 cells, Fluo-8 calcium fluorescence, ACh EC80;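 active = inhibition above a per-plate cutoff, the mean of that plate's test compounds plus 3 SD, cut at about 27% in these data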;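 note: 0% = acetylcholine EC80 with DMSO and 100% = DMSO without agonist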
# TAAR1 ag: agonists of human TAAR1. CHO RD-HGA16 TAAR1, Fluo-8 calcium fluorescence; vehicle wells 0%, saturating PEA agonist 100%. 0.99% of 360,000 active. activation, % at 3 µM;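 active = activation above the mean activation of all test compounds in the run plus 3 SD, cut at about 38% in these data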
#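 System: CHO-derived RD-HGA16 cells with stable Gα16 and human TAAR1 / Times: 17-24 h plating, Fluo-8 75 min 37 °C, 30 min RT / Technique: calcium-sensitive Fluo-8 signal, excitation 470-495, emission 515-575 nm / Measure: % activation relative to PEA EC100 response / Benchmarks: DMSO and PEA EC100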
# M5 PAM: potentiates acetylcholine response at human M5 receptor | P08912 | CHO-K1 hM5, Fluo-8 calcium, ACh EC20 PAM; 0% = ACh EC20, 100% = ACh EC100 | activation, % at 3 µM | 0.3% of 360,000 active | AID 624038;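 active = activation above the run cutoff, the mean activation of all test compounds plus 3 SD, cut at about 18% in these data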
#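 Test system: CHO-K1 hM5 cells / Doses: single-point, 3 µM nominal / Times: Post-acetylcholine fluorescence recording 140 s / Technique: Fluo-8 calcium fluorescence / Measure: Max/basal fluorescence ratio as % of EC20–EC100 ACh window / Benchmarks: low control EC20 acetylcholine (0%), high control EC100 acetylcholine (100%) / Replicates: one well per compound, no replicates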
# CHRM1 antagonist: blocks human M1 muscarinic receptor. inhibition, % at 3 µM. 1.3% of 360,000 active. P11229. AID 588852. CHO-K1 hM1, Fluo-8 calcium fluorescence, ACh EC80 antagonist;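 active = percent inhibition above its own plate's cutoff, namely the mean of that plate's compound wells plus 3 SD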;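 note: peak over basal fluorescence ratio during 140 s after agonist addition; 0% = ACh EC80 plus DMSO and 100% = DMSO alone without agonist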
# Starred values were filed as active, the others as inactive; . = not tested or not shown. Only part of the results is shown; rates above refer to the full screens.
SMILES,M4 ag,CHRM1 PAM,CHRM1 agonist,CHRM4 antagonist,M5 ag,CHRM5 antagonist,TAAR1 ag,M5 PAM,CHRM1 antagonist
COc1ccc(N(CC(=O)NCc2cccs2)S(=O)(=O)c2c(C)nn(C)c2C)cc1,1,-1,-6,-12,-1,-2,1,-1,-5
COc1cccc(/C=N/Nc2ncc(C)c(=O)[nH]2)c1OC,0,4,-5,-1,-3,4,-1,0,-10
CCOC(=O)C1=NN(C(=O)Nc2ccc(OC)cc2)C2C(=O)N(c3cccc(C(F)(F)F)c3)C(=O)C12 (centres undefined),5,10,2,16,6,0,10,1,-11
COc1cc(C(=O)N2CCN(S(=O)(=O)c3ccc(C)cc3C)CC2)ccc1OCC(=O)N1CCOCC1,3,5,-4,-2,0,6,2,5,-5
Clc1ccc(Cc2ccc(Cl)nn2)c(Cl)c1,-1,-2,-6,4,-4,-1,3,0,2
O=C(CCc1nc(-c2ccccc2)no1)Nc1cccnc1,5,5,-4,0,0,2,7,-1,-3
CCOc1ccc(NC(=O)CSc2nc(-c3cccs3)cc(C(F)(F)F)n2)c([N+](=O)[O-])c1,1,10,-7,-2,1,0,0,-2,-1
COc1ccc(OC)c(-n2nnnc2SCC(=O)Nc2nc(C)c(C)s2)c1,3,-7,-2,9,4,-5,-1,0,10
O=C(NCCN1C(=O)S/C(=C\c2cccnc2)C1=O)C1=NN(c2ccccc2)C(=O)CC1,1,-8,-5,-3,-4,-1,7,-10,13
CC1(C(=O)NC23CC4CC(CC(C4)C2)C3)CC1(Cl)Cl (centres undefined),-1,1,-7,8,-2,0,16,-3,-6
Cc1cccc(C)c1OCC(O)CN1CCc2ccccc2C1 (centres undefined),3,-9,-1,-11,-1,-3,1,-2,11
COc1ccc(NS(=O)(=O)c2ccc3c(c2)OCCO3)cc1OC,15,-13,2,-5,8,29*,4,-13,26*
CC(C)CC1OC(C)CC2=C1C(=O)OC(C)(C)O2 (centres undefined),0,.,.,-2,0,8,-1,-4,.
Cc1ccc(C(=O)Nc2nnc(C)s2)cc1,0,10,-1,5,-1,2,1,-2,-5
O=C(NCCN1CCOCC1)c1ccc2c(c1)N(Cc1cccc(Cl)c1)C(=O)c1ccccc1S2(=O)=O,3,-2,-6,5,-2,3,6,2,-3
CCOc1ccccc1NC(=O)COc1cccc(-n2cnnn2)c1,3,-3,-4,2,2,4,12,-2,1
O=C(CCc1nnc2ccc(NCc3ccco3)nn12)Nc1ccccc1F,0,15,-1,-18,-3,-3,1,-1,-14
CCOC(=O)c1sc(C)c2c(=O)n(CC)nnc12,3,1,-4,-5,-2,0,11,-8,-4
CC(C)(C)c1ccc(Oc2coc3cc(OCC(=O)O)ccc3c2=O)cc1,2,6,-2,-9,1,3,-1,2,-12
COC(C[C@@H]1O[C@H]1[C@H](O)COCc1ccccc1)OC,2,11,-5,-6,0,8,2,-4,-6
Cc1nn(-c2ccccn2)c(C)c1Oc1ccccc1O,1,-4,-6,-4,-1,5,8,-3,7
C[C@H](CO)N1C[C@H](C)[C@@H](CN(C)C(=O)Nc2ccccc2)Oc2ccc(NC(=O)Cc3ccccc3)cc2C1=O,1,5,-6,-5,-4,-3,5,6,-2
CCOCCOC(=O)C1=C(C)Nc2ccc(C)cc2S1,-1,10,-1,16,3,-4,2,5,0
CC1CN(S(=O)(=O)c2cccc(C(=O)N3CCC(C(N)=O)CC3)c2)CC(C)O1 (centres undefined),8,3,-1,4,-1,15,2,-17,-6
COc1ccc(S(=O)(=O)N(C)C[C@H]2OCc3cnnn3CCCC(=O)N([C@H](C)CO)C[C@@H]2C)cc1,0,10,-1,-12,0,7,4,1,-12
Cc1ccc(CN2CC(C(=O)NNC(=O)Cn3ccc(C(F)(F)F)n3)CC2=O)cc1 (centres undefined),1,4,-4,-6,-1,-4,-1,-3,-4
N#Cc1ccsc1NC(=O)COC(=O)CCCSc1nc2ccccc2s1,6,2,-1,-7,-3,-5,9,0,0
O=C(NCC(c1cccnc1)N1CCOCC1)NC1CCCCC1 (centres undefined),1,7,-5,1,0,-1,3,-4,-7
CC1CC(C)CN(C(=O)COC(=O)CCc2nc3ccccc3c(=O)[nH]2)C1 (centres undefined),2,3,3,-12,-3,6,1,-2,-9
Cc1ccc2cc(CN(CCCO)S(=O)(=O)c3ccccc3F)c(=O)[nH]c2c1C,9,11,2,-8,1,12,5,0,-7
COc1ccc(N2C(=O)C3NN=C(C(=O)OCc4ccccc4)C3C2=O)cc1 (centres undefined),2,9,-1,2,6,0,2,6,1
Cc1cc(C)cc(NC(=O)N2CCN(C/C=C/c3ccccc3)CC2)c1,1,-3,-9,-1,-5,5,2,0,2
CCCn1c(=O)c(C(=O)NNC(=O)c2ccccc2Cl)c(O)c2ccccc21,15,-16,30*,3,0,10,112*,-3,10
CC1=C(C(N)=O)C(c2ccc(Cl)c(Cl)c2)n2ncnc2N1 (centres undefined),0,4,-4,-8,-4,-2,4,1,-3
CN(C)c1ccc(C(C[N+](=O)[O-])c2c(N)n(C)c(=O)n(C)c2=O)c(F)c1C#N (centres undefined),2,1,-5,4,0,1,7,2,-1
CC(=O)Nc1ccc2nc(C3CCCCC3)[nH]c2c1,0,2,-5,3,1,-6,1,-2,-1
COc1ccc(-c2nc3n(n2)C(c2cccnc2)C(C(N)=O)=C(C)N3)cc1 (centres undefined),1,6,-3,0,-1,-4,2,-2,5
CCC1(c2ccccc2)NC(=O)N(CC#N)C1=O (centres undefined),1,3,-6,-3,0,-4,10,-4,1
Cc1ccc(C)n1NC(=O)c1ccccc1Cl,1,7,-2,-8,0,-2,1,4,-9
O=C(c1cc2sccc2n1Cc1ccccc1)N1CCc2ccccc21,-2,1,-6,-8,-6,-6,0,-12,-5
Cc1c(O)ccoc1=O,-1,1,-2,-10,0,6,0,-2,-10
COc1cccc(S(=O)(=O)NCc2ccc(C(=O)NCC3CCCO3)cc2)c1 (centres undefined),1,4,-2,4,3,0,1,1,2
Nc1nc(SCC(=O)NCc2ccco2)[nH]c(=O)c1-c1ccccc1,0,-2,-5,7,0,3,-2,-3,0
CSCc1c(C(=O)NC2CCCc3ccccc32)oc2ccccc12 (centres undefined),-2,7,-5,2,-5,4,9,1,-3
Cc1cccc2sc(N(CCN3CCOCC3)C(=O)CCS(=O)(=O)c3ccccc3)nc12,2,0,-3,-6,2,1,10,1,-4
Clc1ccc(CNC2CCN(Cc3ccccc3)CC2)cc1,3,-15,-7,7,-20,13,1,-6,16
COc1cc(NC(=S)NCc2ccc(S(N)(=O)=O)cc2)c(OC)cc1Cl,1,1,-4,5,2,0,7,3,3
CC1(C)Cc2ccccc2-c2nnc(SCc3ccc(C#N)cc3)n21,6,-4,-3,8,0,2,8,-8,14
N=c1oc2cc(O)ccc2cc1C(=O)Nc1ccc(F)cc1,1,-2,-1,6,-1,11,6,3,5
CNCc1ccccc1Sc1ccc(OC)cc1,2,-18,-10,-5,-6,-3,9,-1,-1

# A few values from the results shown.
# `N=c1oc2cc(O)ccc2cc1C(=O)Nc1ccc(F)cc1` | CHRM1 agonist = -1
# `CSCc1c(C(=O)NC2CCCc3ccccc32)oc2ccccc12` (centres undefined) | M5 PAM = 1
# `CNCc1ccccc1Sc1ccc(OC)cc1` | CHRM1 agonist = -10

# Next compounds follow:
SMILES,M4 ag,CHRM1 PAM,CHRM1 agonist,CHRM4 antagonist,M5 ag,CHRM5 antagonist,TAAR1 ag,M5 PAM,CHRM1 antagonist
CC(=O)N(CCC1(C(C)C)CCOC(C)(C)C1)Cc1ccco1 (centres undefined),1,3,-4,2,0,5,4,2,-5
COc1ccccc1-c1nc(C#N)c(N2CCC(Cc3ccccc3)CC2)o1,-1,1,-3,11,-3,-1,-2,-7,-3
O=C(CCNS(=O)(=O)c1cccs1)Nc1nccs1,6,7,0,5,3,-6,2,3,-9
CCN(CC(=O)Nc1ccccc1C(F)(F)F)C(=O)CCOc1ccc(C)cc1,3,5,-2,-5,2,5,0,2,-5
COCCn1cc(-c2csc(N)n2)c2ccccc21,3,15,-3,-21,0,2,4,-1,-25
Cc1c(N2C(=O)/C(=C\c3ccc(N(C)C)cc3)N(C)C2=S)c(=O)n(-c2ccccc2)n1C,5,-5,-1,10,9,8,4,-7,8
CCn1c(CN2CCN(c3cccc(C)c3C)CC2)n[nH]c1=S,8,1,1,-19,1,-8,5,-5,-3
COc1ccc(C(O)P(=O)(OCc2ccccc2)c2ccc(N(C)C)cc2)cc1 (centres undefined),5,1,3,2,2,-2,1,2,-2
CCc1cc2cc(C)c(C)cc2nc1SCC(=O)NNC(=O)c1ccco1,0,1,-8,1,-3,1,2,-6,1
COc1ccccc1CNC(=O)CCCN1C(=O)COc2ccc(C)cc21,5,2,-5,6,0,10,11,-4,2
COCCNC(=O)C(c1cccs1)N(C(=O)Cn1nnc2ccccc21)c1ccc(OC)cc1 (centres undefined),2,5,-1,2,-4,0,2,2,-1
Cc1nc2nc(CNC(=O)OC(C)(C)C)nn2c(C)c1CCC(=O)Nc1ccc2c(c1)OCO2,2,-7,-1,3,-5,20,4,-8,19
COc1ccccc1NC(=O)COc1ccc(C(=O)OCC(=O)NC(C)(C)C)cc1OC,11,-8,-1,7,-2,13,16,-12,15
CCCCN=C1N/C(=C\c2ccco2)C(=O)N1c1ccccc1,-2,8,-3,0,0,4,6,-1,-7
Cc1cc(NC(=O)CSc2nc3c(C)cccc3cc2C)no1,0,13,-1,3,-2,13,3,-3,-10
COc1ccc(CCCNC(=O)C2CCC(=O)N(CCc3cccc(F)c3)C2)cc1 (centres undefined),3,6,-2,-10,0,-22,0,1,-11
CN1OC[C@@H]2CN(C(=O)c3cccc4ccccc34)[C@H](c3ccc(N4CCCCC4)cc3)C[C@@H]21,1,-7,-11,9,-1,-7,3,4,20
O=C(c1ccc(Cl)c(F)c1F)N1CCCC1,0,15,1,2,-2,-10,4,3,-21
S=C(NCCN1CCCCC1)Nc1ccccc1,0,-7,-11,5,-9,-4,2,2,3
Cn1cnc([N+](=O)[O-])c1SCCO,23,-4,-1,7,4,17,1,-11,21
NNc1nc(-c2ccccc2)cc(-c2ccccc2)n1,2,3,-3,0,-4,-2,-1,-11,-3
Cc1cc(OC(=O)c2ccccc2Cl)cc(=O)n1C,5,2,-2,-4,-3,-5,8,3,-17
COc1ccc(N2CCN(C(=O)CCCCCn3c(=S)[nH]c4cc5c(cc4c3=O)OCO5)CC2)cc1,1,7,0,-9,0,-7,.,0,-17

# From PubChem BioAssay
